# Wee1 degr inh – inhibitors of human Wee1 degradation; HeLa Luc-Wee1K328M stability, luciferase luminescence; 100% = proteasome inhibitor MG132 effect; P30291; reporter increase, % at 5 µM; 1.2% of 220,000 active;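 active = activation above the mean of all tested compounds plus 3 SD, set per screening run, cut at about 8.8% in these data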;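 note: cells exposed to compound for 20 h before luminescence read; 0% = DMSO alone and 100% = MG132 at 30 µM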
# Furin inhibitor – inhibitors of human furin; inhibition, % at 30 µM; purified furin, fluorogenic substrate cleavage; AID 463115; 0.061% of 220,000 active; in the data active = inhibition above about 25%; note: inactives centre near -15
# PERK inhibitor – blocks human PERK kinase. Q9NZJ5. inhibition, % at 5.6 µM. 0.17% of 220,000 active. CHO PERK-DD fusion, SEAP luminescence translation reporter;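 active = inhibition above the mean inhibition of all tested compounds plus 3 SD, set separately per screening campaign, cut at about 2.9% in these data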;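 note: PERK kinase domain activated by AP20187 dimerizer at 100 nM; 0% = DMSO with dimerizer and 100% = rapamycin at 8.4 µM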
# FXIIa inh 1536 – blocks human coagulation factor XIIa protease activity. P00748. purified FXIIa, Boc-QGR-AMC fluorogenic substrate, 2 h. 0.3% of 220,000 active. inhibition, % at 5 µM; in the data active = inhibition above about 40%;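 note: 0% = enzyme with no compound and 100% = blank without enzyme; many of its hits are not listed in these tables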
# Thrombin inh – inhibitors of human thrombin | 0.26% of 220,000 active | alpha-thrombin, Boc-VPR-AMC fluorogenic substrate cleavage | AID 1046 | P00734 | inhibition, % at 5 µM;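 active = inhibition at or above 40%; inactive = inhibition below 40%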;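 note: 0% = enzyme with no compound and 100% = wells without enzyme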
#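 Test system: human alpha-thrombin protein / Dosing: one concentration per compound, 5 µM, with 0.2% DMSO / Medium: pH 7.5 Tris-saline with Tween 20 / Benchmarks: no-compound enzyme wells and no-enzyme blanks / Read-out basis: percent inhibition of thrombin substrate cleavage / Timing: reaction at room temperature / Measured by: fluorescence, ex 355 nm, em 460 nm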
# FXIa inh – blocks human coagulation factor XIa protease activity. inhibition, % at 5 µM. 0.14% of 220,000 active. AID 798. purified FXIa, Boc-Glu-Ala-Arg-AMC fluorogenic substrate. P03951;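 active = inhibition of at least 40%; inactive = inhibition below 40%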;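 note: fluorescence of freed AMC excited at 355 nm; 0% = enzyme without compound and 100% = no enzyme blank; many of its hits are not listed in these tables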
# p97 ATPase inh – human p97 ATPase inhibition; 0.42% of 220,000 active; inhibition, % at 8 µM; recombinant p97 ATPase, Kinase-Glo ATP luminescence, 3 h; in the data active = inhibition above about 15%;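 note: 0% = DMSO vehicle and 100% = wells lacking enzyme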
# KCC2 mod – modulators of human KCC2 chloride dependent transport | Q9H2X9 | KCC2 cells, thallium flux FluoZin-2 fluorescence | 2.2% of 190,000 active | AID 1456 | B-score of Tl+ flux slope (higher = more flux/activation; lower = inhibition) at 10 µM;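 active = thallium flux slope and its plate-corrected score both differing from the plate sample mean at a set confidence after two filtering rounds, in either direction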;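 note: slope of fluorescence scaled to starting intensity during 10 to 20 s after thallium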
# Target sequence (Q9H2X9 whole entry, looked up): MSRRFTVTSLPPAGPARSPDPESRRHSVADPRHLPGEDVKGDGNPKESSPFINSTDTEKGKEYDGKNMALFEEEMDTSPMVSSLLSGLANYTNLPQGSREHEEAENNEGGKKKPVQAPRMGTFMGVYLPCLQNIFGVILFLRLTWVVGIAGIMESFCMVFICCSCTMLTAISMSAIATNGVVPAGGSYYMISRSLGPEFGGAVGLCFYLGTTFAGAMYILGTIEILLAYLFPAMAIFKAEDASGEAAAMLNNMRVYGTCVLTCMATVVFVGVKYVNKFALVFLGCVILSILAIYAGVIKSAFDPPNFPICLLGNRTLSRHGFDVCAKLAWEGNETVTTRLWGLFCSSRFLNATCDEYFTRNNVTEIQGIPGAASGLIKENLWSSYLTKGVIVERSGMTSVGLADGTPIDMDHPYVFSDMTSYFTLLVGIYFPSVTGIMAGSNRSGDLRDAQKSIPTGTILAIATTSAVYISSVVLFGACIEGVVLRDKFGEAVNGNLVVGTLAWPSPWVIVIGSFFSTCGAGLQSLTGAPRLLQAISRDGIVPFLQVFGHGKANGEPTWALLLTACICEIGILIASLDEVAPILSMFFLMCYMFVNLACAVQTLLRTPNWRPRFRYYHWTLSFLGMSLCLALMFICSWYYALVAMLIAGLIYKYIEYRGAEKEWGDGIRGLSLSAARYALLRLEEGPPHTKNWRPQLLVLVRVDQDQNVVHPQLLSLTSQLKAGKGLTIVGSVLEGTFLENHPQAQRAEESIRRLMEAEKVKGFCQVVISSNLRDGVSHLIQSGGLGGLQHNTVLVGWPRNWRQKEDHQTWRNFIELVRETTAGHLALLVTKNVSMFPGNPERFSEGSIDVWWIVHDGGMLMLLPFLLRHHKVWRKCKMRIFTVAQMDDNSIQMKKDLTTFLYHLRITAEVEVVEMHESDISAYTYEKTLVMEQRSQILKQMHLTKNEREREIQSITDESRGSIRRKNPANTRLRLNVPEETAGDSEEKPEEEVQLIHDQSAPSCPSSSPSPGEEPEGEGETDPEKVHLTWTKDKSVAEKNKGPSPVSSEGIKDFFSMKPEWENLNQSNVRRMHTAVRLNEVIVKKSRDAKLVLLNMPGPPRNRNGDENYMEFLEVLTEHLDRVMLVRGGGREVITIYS
# hK5 inh – kallikrein 5 (human) inhibition; Q9Y337; 0.59% of 210,000 active; recombinant hK5, fluorogenic AMC substrate cleavage; inhibition, % at 5 µM; AID 873;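 active = inhibition of 40% or more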;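 note: 0% = enzyme controls without compound and 100% = no-enzyme blanks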
# An asterisk follows results filed as active; / = no result given; [ ] = another dose, or the depositor's remark.
1. O=C1OCC2=C1C(c1ccccc1)CC(=O)N2c1cccc(F)c1 (stereo not drawn)
2. O=C(O)c1cccc(-n2cccc2/C=N/O)c1
3. COc1ccc(NC(=O)N(Cc2cc3cc(OC)ccc3[nH]c2=O)CC2CCCO2)cc1 (stereo not drawn)
4. CS(=O)(=O)Nc1ccc(C(=O)NCc2ccco2)cc1
5. COc1ccc(-n2c(C)nc3sc4c(c3c2=O)CCC4)cc1
6. CCn1c(=O)c(C(=O)Nc2ccccc2C)c(O)c2ccccc21
7. Cc1cc(C)c(OCCCON2C(=O)CCC2=O)c(Br)c1
8. CN(C)CCCNCC(=O)Nc1ccccc1N1CCOCC1
Screen / compound no.	1	2	3	4	5	6	7	8
Wee1 degr inh	-3	4	1	-2	2	0	-1	6
Furin inhibitor	-23	-21	-11	-20[20 µM]	-16	-22[20 µM]	-19	-13[20 µM]
PERK inhibitor	-0.7	0.1	-1.1	1.8	0.1	1.6	1.7	0.4
FXIIa inh 1536	8	21	6	11	6	17	-8	2
Thrombin inh	4	5	-5	-1	-9	1	-2	2
FXIa inh	2	9	7	7	-2	8	-8	5
p97 ATPase inh	-1	4	-6	1	3	4	0	2
KCC2 mod	0.083	1.1	/	0.11	0.23	0.49	0.24	1.2
hK5 inh	0	-15	-26	-13	2	0	-26	-31

# As entered above:
# FXIIa inh 1536 result of no. 7 reads -8
# PERK inhibitor result of no. 6 reads 1.6

# (next part)
9. Cc1c(C(=O)NCc2ccccc2)cnn1-c1ccccc1
10. Cn1c(=O)c2c(ncn2CCc2ccccc2)n(C)c1=O
11. CCOC(=O)c1c(-c2ccc(C)cc2)csc1NC(=O)C1CC=CCC1C(=O)O (stereo not drawn)
12. COc1ccc2nc(Cl)c(C3CC(c4ccco4)=NN3C(=O)CCCC(=O)O)cc2c1 (stereo not drawn)
13. CC(=O)NC(C)c1nc2ccccc2n1Cc1ccccc1F (stereo not drawn)
14. CCCCN(C)C(=O)CCC(=O)Nc1ccc2nc(N3CCN(C)CC3)cc(C)c2c1
15. CCOC(=O)N1CCN(C(=O)CN(c2ccc(OCc3ccccc3)cc2)S(C)(=O)=O)CC1
16. Nc1ccc2c(c1)OC1(CCCC1)O2
Screen / compound no.	9	10	11	12	13	14	15	16
Wee1 degr inh	2	1	2	0	0	3	0	5
Furin inhibitor	16[20 µM]	-21	-12[20 µM]	-7	29*[20 µM]	-92	-5[20 µM]	-13
PERK inhibitor	-0.2	-0.9	1.0	1.1	0.3	-0.5	-0.4	-0.3
FXIIa inh 1536	-3	8	11	10	17	-3	12	/
Thrombin inh	-7	-1	1	4	1	-1	1	-9
FXIa inh	-6	0	-5	3	10	-6	-1	-4
p97 ATPase inh	5	-2	-3	-1	1	2	-8	-3
KCC2 mod	0.044	-0.25	-2	-1.2	1.7	-0.64	-0.39	0.33
hK5 inh	0	4	-7	-2	-6	-22	12	-2

# Reformatted with bars between the fields: part of the list above
entry | SMILES | Wee1 degr inh | Furin inhibitor | PERK inhibitor | FXIIa inh 1536 | Thrombin inh | FXIa inh | p97 ATPase inh | KCC2 mod | hK5 inh
5 | COc1ccc(-n2c(C)nc3sc4c(c3c2=O)CCC4)cc1 | 2 | -16 | 0.1 | 6 | -9 | -2 | 3 | 0.23 | 2
6 | CCn1c(=O)c(C(=O)Nc2ccccc2C)c(O)c2ccccc21 | 0 | -22[20 µM] | 1.6 | 17 | 1 | 8 | 4 | 0.49 | 0
7 | Cc1cc(C)c(OCCCON2C(=O)CCC2=O)c(Br)c1 | -1 | -19 | 1.7 | -8 | -2 | -8 | 0 | 0.24 | -26

# Next structures:
17. COc1cccc(OCc2nc(-c3cccc([N+](=O)[O-])c3)no2)c1
18. CCc1cc2cc(C(=O)Nc3ccc(C)cc3)sc2s1
19. CC(CCc1ccccc1)NC(=O)C1CCN(S(=O)(=O)N2CCCCC2)CC1 (stereo not drawn)
20. COc1ccc(NC(=O)c2cn(-c3ccccc3)nc2-c2cc3ccccc3o2)cc1
21. CC(C)c1ccc(NC(=O)COc2ccc(C3SCCS3)cc2)cc1
22. CC1CCN(C(=O)Nc2cccc(NC(=O)N3CCC(C)CC3)c2)CC1
23. O=C(Nc1cc(C(F)(F)F)ccc1Cl)C(Sc1n[nH]c(=O)[nH]c1=O)c1ccccc1 (stereo not drawn)
24. NS(=O)(=O)c1ccc(NC(=O)COC(=O)c2cnc(Cl)c(Cl)c2)cc1
Screen / compound no.	17	18	19	20	21	22	23	24
Wee1 degr inh	-2	8	-1	2	0	0	2	-1
Furin inhibitor	-3	-16[20 µM]	-12	-1[20 µM]	-9	-22	-21	-2
PERK inhibitor	1.1	1.3	-1.1	-0.3	1.1	0.0	0.8	0.2
FXIIa inh 1536	-2	11	-3	-13	4	5	5	0
Thrombin inh	-2	-1	9	-4	0	-1	1	-5
FXIa inh	-7	0	-9	-12	2	-5	0	-2
p97 ATPase inh	-1	-2	-8	-5	1	4	2	8
KCC2 mod	-0.23	1.1	-0.66	0.082	0.57	0.0028	-0.55	1
hK5 inh	-16	-4	2	1	4	-18	1	-6

25. COc1ccc2[nH]c(=O)c(CN(C(=O)c3ccncc3)C(C)(C)C)cc2c1
26. Cc1nn(-c2ccccc2)c(C)c1/C=N/n1c(-c2ccc(C(C)(C)C)cc2)n[nH]c1=S
27. Cc1ccc2cc(S(=O)(=O)NCCCN3CCOCC3)ccc2c1
28. COc1ccc(S(=O)(=O)NCC(=O)O)cc1C(=O)NC1CCCCC1
29. Cc1cccc(N2CC34C=CC(O3)C(C(=O)O)C4C2=O)c1 (stereo not drawn)
30. O=C(CN1CCN(C(=O)c2cccs2)CC1)NC1CCCCC1
31. CCN(CC)c1ccc(NC(=O)c2cc(Cl)ccc2OC)cc1
32. O=[N+]([O-])c1cccc(C2=NCCC(c3ccccc3)O2)c1 (stereo not drawn)
Screen / compound no.	25	26	27	28	29	30	31	32
Wee1 degr inh	0	-2	-3	-2	0	-2	4	2
Furin inhibitor	-16	-22	-12	-31	-18	-20	-18[20 µM]	-12
PERK inhibitor	0.8	0.1	-1.4	0.7	-0.1	-0.4	-0.8	0.0
FXIIa inh 1536	-1	10	11	11	19	12	10	13
Thrombin inh	0	-7	-1	-9	-1	-1	-1	12
FXIa inh	-2	2	2	6	18	-14	-13	2
p97 ATPase inh	-2	5	-2	6	-5	3	-1	-2
KCC2 mod	/	2.7	0.7	1.7	/	-0.69	/	-0.22
hK5 inh	4	-6	-3	-12	1	-2	-25	15

33. CCC1CCCCN1S(=O)(=O)c1ccc(C(=O)Nc2nnc(-c3cccs3)o2)cc1 (stereo not drawn)
34. Clc1ccc2c(N/N=C/c3cccnc3)ccnc2c1
35. Nc1cc(-c2ccccc2)nn1S(=O)(=O)c1ccc(Br)cc1
36. O=c1c2c3c(sc2n2cnnc2n1Cc1ccccc1)CN(Cc1ccccc1)CC3
37. Cc1ccc(S(=O)(=O)n2nc(C)cc2N)cc1
38. Nc1nc(Br)c2ccccc2c1-c1ccccc1
39. CC(C)C(=O)NC(=S)N1CCc2ccccc21
40. COCc1nnc(NC(=O)CCCCCN2C(=O)c3ccccc3C2=O)s1
Screen / compound no.	33	34	35	36	37	38	39	40
Wee1 degr inh	3	-4	-2	6	-2	0	2	-3
Furin inhibitor	-22[20 µM]	-8	-21	-23[20 µM]	1	-21	-18	-17[20 µM]
PERK inhibitor	0.4	-0.1	1.0	-0.5	0.9	0.7	0.0	0.0
FXIIa inh 1536	14	4	4	/	7	9	14	-7
Thrombin inh	3	-3	1	/	-3	-8	4	-2
FXIa inh	7	2	3	/	3	1	7	8
p97 ATPase inh	5	9	5	5	1	2	7	2
KCC2 mod	15*	0.58	/	-1.5	/	2.4	5.2*	-1.1
hK5 inh	-198	-2	3	/	/	-3	-4	-18

41. Cc1cccc(Nc2nc(NCc3ccco3)nc(N3CCOCC3)n2)c1
42. O=C(CSc1nc2ccccc2n1CC(=O)N1CCOCC1)N1CCCC1
43. NC(=O)CSc1nnnn1-c1ccccc1Cl
44. O=C(Oc1cccc(NC(=O)c2ccco2)c1)c1cccc(S(=O)(=O)N2CCCC2)c1
45. Cn1c(C2=C(O)CN(Cc3ccccc3)C2=N)nc2ccccc21
46. CCCCCCOc1cccc(N)c1
47. COc1cccc(CSc2nnc(CSc3nc4nc(C)cc(C)n4n3)s2)c1
48. CCOC(=O)CC(NC(=O)c1ccccc1F)c1ccc(C)cc1 (stereo not drawn)
Screen / compound no.	41	42	43	44	45	46	47	48
Wee1 degr inh	2	1	0	-2	1	0	-1	-1
Furin inhibitor	-31	-18[20 µM]	-20	-27	-9	-11	-4[20 µM]	-29
PERK inhibitor	-0.2	0.5	-0.1	0.2	-0.5	0.5	-2.0	0.0
FXIIa inh 1536	17	15	5	-11	3	18	-12	4
Thrombin inh	1	10	-7	-4	-5	5	-13	-7
FXIa inh	4	-3	-4	5	-6	7	-1	-2
p97 ATPase inh	5	0	1	3	0	1	-2	0
KCC2 mod	0.074	0.16	-0.081	/	-0.55	/	-0.51	0.18
hK5 inh	-7	-3	-2	-16	-6	-8	0	-6

49. COc1ccccc1NC(=O)Nc1ccc(Cl)c(S(=O)(=O)Nc2ccccc2OC)c1
50. COc1ccc(N2CCN(c3ccc(N)cc3C#N)CC2)cc1
51. Cc1cc(Cl)c(S(=O)(=O)Nc2ccc3c(c2)OCO3)cc1OCC(N)=O
52. CCOc1ccc(OCC(=O)Nc2ccc(S(=O)(=O)Nc3cc(C)nc(C)n3)cc2)cc1
53. Cc1cccc(OCCC(=O)Nc2ccc(C)c(S(=O)(=O)N3CCCCC3)c2)c1
54. CCOC(=O)c1c(C)[nH]c(C(=O)COC(=O)/C=C/c2ccc(OCC#N)c(OC)c2)c1C
55. COc1ccc(/C=C2\CCC(C3CCCC3)C2=O)cc1Cn1cccn1 (stereo not drawn)
56. O=C(Nc1ncnc2c1ncn2C1OC(COC(=O)c2ccccc2)C(F)C1O)c1ccccc1 (stereo not drawn)
Screen / compound no.	49	50	51	52	53	54	55	56
Wee1 degr inh	-2	-1	1	-3	-2	2	1	-1
Furin inhibitor	-15	-7[20 µM]	-16[20 µM]	-5[20 µM]	-17	-12	-7	-16[20 µM]
PERK inhibitor	0.0	-0.9	0.9	1.4	-1.0	0.7	-0.7	-0.4
FXIIa inh 1536	13	7	2	-2	-2	26	4	9
Thrombin inh	3	-3	-3	-3	-9	12	-8	-1
FXIa inh	4	3	0	-4	-17	33	2	-2
p97 ATPase inh	10	0	-4	-3	-6	-5	-5	-1
KCC2 mod	-0.73	/	-0.51	0.47	-0.00057	1.3	0.47	0.084
hK5 inh	-18	-22	2	18	-6	25	-31	-19

57. CCN(CC)Cc1c(O)ccc2c([N+](=O)[O-])c(C)n(-c3ccc(OC)cc3)c12
58. CCOc1ccccc1CNC(=O)Cn1c(=O)oc2ccccc21
59. CCOC(=O)Cc1csc(NC(=S)NC(=O)c2cc(OC)cc(OC)c2)n1
60. COc1cccc(/C=N/n2c(C)nc3ccccc32)c1OC
61. CCn1c2ccccc2c2cc(CN3CCN(Cc4cc(OC)ccc4O)CC3)ccc21
62. CCN(CC)c1ccc(CNc2ccc(Br)cn2)cc1
63. COc1nc(NCc2ccc(Cl)cc2)nc(OC)n1
Screen / compound no.	57	58	59	60	61	62	63
Wee1 degr inh	-3	2	-3	-3	3	1	1
Furin inhibitor	-2[20 µM]	-33	-33	-7[20 µM]	-17	-6[20 µM]	-15
PERK inhibitor	-0.4	0.5	0.3	-1.4	-0.7	-0.2	0.6
FXIIa inh 1536	5	3	9	14	8	10	5
Thrombin inh	2	-6	-5	-6	-9	-6	-2
FXIa inh	-8	-8	-2	4	1	3	-10
p97 ATPase inh	0	8	0	-9	-11	-2	3
KCC2 mod	1.5	-0.48	26*	-0.034	0.53	0.095	0.11
hK5 inh	-10	-18	1	5	-10	-8	-25

# Compound activity as filed in PubChem BioAssay.
